# Bioassay records deposited in PubChem BioAssay by MTDP.
# RNase H inhibition – RNase H inhibition, HIV 1 Gag Pol polyprotein, FRET biochemical assay, screening (AID 372) | HIV-1 RT RNase H, FRET RNA/DNA substrate fluorescence; higher % means a stronger effect | inhibition, % at 10 µM, or IC50 in µM where a hit was titrated | 100,000 compounds, 0.77% hits; in the data active = inhibition above about 50%
# Starred values were filed as active, the others as inactive. An excerpt. The share of hits here may be higher or lower than overall.
SMILES,RNase H inhibition
Cc1ccccc1NC(NC(=O)c1ccc([N+](=O)[O-])cc1)C(Cl)(Cl)Cl (configuration not stated),14%
CC1(C)CC(=O)C(C=NC(c2ccccc2)c2ccccc2)=C(O)C1,0%
CCOC(=O)C1=C(C)N=c2s/c(=C/c3ccc(-c4cccc(Cl)c4)o3)c(=O)n2C1c1cccs1 (configuration not stated),11%
Cc1ccc(S(=O)(=O)c2ccc(C)c(S(N)(=O)=O)c2)cc1S(N)(=O)=O,0%
CCOC(=O)C1=C(C)N=c2s/c(=C\c3ccco3)c(=O)n2C1c1ccccc1 (configuration not stated),10%
CC(=O)NC(=O)c1ccccc1OCC(=O)c1ccc(Br)cc1,4%
O=C(N/N=C/c1ccc(Cl)c([N+](=O)[O-])c1)c1ccc(O)cc1O,5%
O=[N+]([O-])c1ccccc1C=NN1CCN(Cc2ccccc2Cl)CC1,10%
COc1ccc(-c2ccc(/C=C3\C(=O)C(C(C)C)CCC3C)cc2)cc1 (configuration not stated),9%
O=C(Nc1ccc(F)cc1)c1cc(Br)ccc1I,14%
CC(C)(C)c1cc(CCC(=O)NN2C(=O)CSC2=S)cc(C(C)(C)C)c1O,4%
O=C(/C=C/Nc1cccc2cccnc12)c1ccc(Br)cc1,3%
COC(=O)C1=CNC=C(C(=O)OC)C1c1cccc(OC)c1,8%
O=C(CCc1ccccc1)NCc1ccccn1,1%
CCOc1ccc(C2NC(=O)NC(C)=C2C(=O)OCc2ccco2)cc1OC (configuration not stated),15%
CS(=O)(=O)N1CCN(c2ccc([N+](=O)[O-])cc2Cl)CC1,11%
CCN1C(=O)C(C23CC4CC(CC(C4)C2)C3)NC1=S (configuration not stated),5%
O=C(NC(C(=O)c1ccccc1)N1CCOCC1)c1ccccc1 (configuration not stated),6%
CC1=NN(c2cccc(F)c2)C(=O)/C1=C\c1ccc2c(c1)OCO2,10%
CC(=O)N1CCN(c2cc(N3CCCCC3)c(F)cc2[N+](=O)[O-])CC1,5%
O=C(/C=C/c1cc2c(cc1Br)OCO2)c1cccc([N+](=O)[O-])c1,1%
Cn1c(/N=C/c2cc(Cl)cc(Cl)c2O)nc2ccc(Br)cc21,6%
Cc1cccc(OCc2nnc(N)s2)c1,10%
CCOc1cccc(/C=N\NC(=O)Cc2cccn2C)c1O,7%
Cc1ccc(Cl)cc1N(Cc1ccc(C(N)=O)cc1)S(=O)(=O)c1ccccc1,0%

# Molecules shown so far containing fluorine:
SMILES,RNase H inhibition
O=C(Nc1ccc(F)cc1)c1cc(Br)ccc1I,14%
CC1=NN(c2cccc(F)c2)C(=O)/C1=C\c1ccc2c(c1)OCO2,10%
CC(=O)N1CCN(c2cc(N3CCCCC3)c(F)cc2[N+](=O)[O-])CC1,5%

# Next section:
SMILES,RNase H inhibition
COc1ccc(CCNC(=O)C(C)Sc2ccc(Cl)cc2)cc1OC (configuration not stated),0%
Nc1nnc(SCC(=O)N2CCCCC2)s1,2%
CC(=O)CC(=O)Nc1ccc(Cl)c([N+](=O)[O-])c1,0%
O=C(CSCc1ccccc1Cl)NCCSc1ccccc1,22%
Cc1nc(NC2CCCCC2)c2c3c(sc2n1)CCCC3,27%
COc1cc(C=Nc2cccc(Cl)c2C)cc(OC)c1OC,10%
Cc1cc(C)c(S(=O)(=O)N2CCN(c3ccccc3)CC2)c(C)c1,3%
COc1ccc2nc(NC(=O)c3ccc(OC)c(Br)c3)sc2c1,0%
COC(=O)c1ccccc1-c1ccc(/C=C2\C(=O)NN(c3ccccc3)C2=O)o1,9%
Cc1ccc(N2NC(=O)/C(=C/c3ccccc3)C2=O)cc1C,11%
COC(=O)c1sc(NC(=O)C2CCCC2)c(C(=O)OC)c1C,10%
C=COCCNC(=O)Nc1ccccc1Cl,16%
COC(=O)CC1SC(=O)NC1=Nc1cccc(C)c1 (configuration not stated),3%
COc1ccc(/C=C/C(=O)Nc2ccc(C(=O)Oc3ccccc3)c(O)c2)cc1,4%
Cc1cccc(Nc2nc3nonc3nc2N/N=C\c2cn(Cc3ccc(Cl)cc3Cl)c3ccccc23)c1C,8%
O=C1c2ccc(-c3nc4ccccc4c(=O)o3)cc2C(=O)N1c1c[nH]c(=O)[nH]c1=O,0%
CC1=NN(c2ccc(S(N)(=O)=O)cc2)C(=O)/C1=C\c1ccc(OCc2ccccc2)cc1,13%
O=C(O)c1ccc(S(=O)(=O)c2ccc3c4c(cccc24)C(=O)N(c2cccc(O)c2)C3=O)cc1,11%
COC(=O)C1=C(C)N=c2s/c(=C\c3ccc(Cl)cc3)c(=O)n2C1c1ccccc1Cl (configuration not stated),17%
O=C(CCNc1ccc(Cl)c(Cl)c1)c1cccs1,0%
COc1cc(OC)cc(C(=O)N2CCN(C3CCCCCC3)CC2)c1,3%
O=C(N/N=C/c1ccc(O)c(Br)c1)c1ccccc1,5%
CC(C)N1CCN(C(=O)c2ccc(-c3ccccc3)cc2)CC1,5%
Cc1nnc(C)n1/N=C/c1ccc(O)cc1,0%
Cc1ccccc1NCC(=O)N/N=C\c1ccc(-c2ccc(Cl)c(Cl)c2)o1,19%

# Random excerpt: 6 compounds from above, in no set order.
SMILES,RNase H inhibition
COC(=O)C1=C(C)N=c2s/c(=C\c3ccc(Cl)cc3)c(=O)n2C1c1ccccc1Cl (configuration not stated),17%
O=C(N/N=C/c1ccc(O)c(Br)c1)c1ccccc1,5%
Nc1nnc(SCC(=O)N2CCCCC2)s1,2%
O=C(CSCc1ccccc1Cl)NCCSc1ccccc1,22%
COC(=O)c1sc(NC(=O)C2CCCC2)c(C(=O)OC)c1C,10%
COc1ccc2nc(NC(=O)c3ccc(OC)c(Br)c3)sc2c1,0%

# Carrying on:
SMILES,RNase H inhibition
CCN(CC)c1ccc2cc(NC(=O)/C=C/C(=O)O)c(=O)oc2c1,11%
O=C1CC(N2CCN(Cc3ccccc3)CC2)C(=O)N1c1ccc(Cl)c(Cl)c1 (configuration not stated),5%
COc1ccc(Cl)cc1NC(=O)c1ccc(C)cc1,0%
COc1ccc(-n2c(C)ccc2-c2ccccc2)cn1,41%
Cc1cccc(/C(N)=N/OC(=O)c2ccc(Br)cc2)c1,6%
Cc1ccc(Cn2c(NCc3nc4ccccc4n3C)nc3ccccc32)cc1,4%
CC(C)(C)c1ccc(OCC(=O)NN=Cc2cc3c(cc2[N+](=O)[O-])OCO3)cc1,21%
COc1ccc(/C=C/C(=O)c2ccc(Cl)cc2)cc1OC,14%
COc1cc(/C=C2\SC(=S)N(Nc3ccccc3)C2=O)cc(OC)c1OC,4%
CN(C)c1ccc(Nc2nc(-c3ccccc3)cs2)cc1,20%
S=C(Nc1ccccc1)Nc1ccc(-c2ccc(NC(=S)Nc3ccccc3)cc2)cc1,2%
CC1=CC(C)(C)NC(=S)N1c1ccc2ccccc2c1,3%
COc1ccc2oc(=O)c(-c3csc(/N=C/c4ccccc4O)n3)cc2c1,67%*
CCOC(=O)Nc1ccc2c(c1)N(C(=O)NC)c1ccccc1CC2,3%
O=C1C(=O)N(c2ccc(Br)cn2)C(c2ccc(Cl)cc2)/C1=C(/O)c1ccccc1 (configuration not stated),0%
COc1ccc(/C=C/C(=O)Nc2sc3c(c2C(N)=O)CCCCCC3)cc1,6%
CCOC1(c2ccccc2)CC(c2ccccc2)C2(O1)C(=O)c1ccccc1C2=O (configuration not stated),2%
CCc1ccccc1N/C=C(\C#N)c1nc(-c2ccc(Cl)cc2)cs1,8%
CC(=O)C1C(c2ccccc2F)c2c(n[nH]c2C)CC1(C)O (configuration not stated),4%
COC(=O)C1=C(C)NC(C)=C(C(=O)OC)C1c1ccc(Br)cc1,2%
O=c1oc2ccc([N+](=O)[O-])cc2cc1-c1nc2ccccc2o1,12%
CC(C)(C)c1cc(C(=O)Nc2nsc(-c3ccccc3)n2)cc(C(C)(C)C)c1,7%
CCc1ccc(-c2nc3cc(NC(=O)c4cc(OC)c(OC)c(OC)c4)ccc3o2)cc1,12%
CCOc1ccc2nc(NC(=O)COc3ccccc3C)sc2c1,5%
CCc1ccc(C(=O)/C=C/c2cn(-c3ccccc3)nc2-c2ccccc2)cc1,0%

# (list continues)
SMILES,RNase H inhibition
CCOc1cc(Br)cc(/C=N/Nc2nnc3c(n2)[nH]c2ccccc23)c1O,0%
COc1ccc(C(=O)CC(Nc2ccc([N+](=O)[O-])cc2)c2ccc(OC)cc2)cc1 (configuration not stated),8%
Cc1cccc(/C(N)=N/OC(=O)COc2ccc(Br)cc2)c1,13%
CC(=O)C(C(C)=O)c1cc(NS(=O)(=O)c2ccc(C)cc2)c2ccccc2c1O,13%
COc1ccc(C(=O)Nc2ccc(C)c(Cl)c2)cc1,5%
O=S(=O)(Nc1ccccc1)c1ccc(F)cc1,0%
COc1ccc(C2OC(=O)Cc3cc(OC)c(OC)cc32)cc1 (configuration not stated),2%
Cc1ccc2oc(-c3cccc(NC(=S)NC(=O)c4ccco4)c3C)nc2c1,12%
CC1=C(C(=O)OCc2ccc(C)cc2)C(c2ccc(O)cc2)NC(=O)N1 (configuration not stated),44%
COc1ccc(CC(=O)N2N=C(C)CC2(O)c2ccc(Cl)cc2)cc1OC (configuration not stated),5%
CCCCNCCCCCOc1ccc(C)c(C)c1,12%
Cc1ccc(NC(=S)N2CCOCC2)cc1,6%
COc1ccc(CCN=C(C)c2c(C)[nH]n(-c3ccc([N+](=O)[O-])cc3)c2=O)cc1,15%
Cc1ccc(NC(=O)/C=C/C(=O)O)c(Br)c1,12%
Cc1cc(OC(C)C)c2c(-c3ccccc3)cc(=O)oc2c1,50%*
CS(=O)(=O)N(CC(=O)Nc1cccc(C(F)(F)F)c1)c1ccc(Cl)cc1,8%
O=C(Nc1cccc([N+](=O)[O-])c1)c1ccccc1C(F)(F)F,5%
CCOc1cc(/C=C2/SC(=S)N(C)C2=O)ccc1OC(=O)c1ccc(F)cc1,5%
CCN(CC)S(=O)(=O)c1ccc(NC(=O)c2ccco2)cc1,8%
COc1cc2ccccc2cc1C(=O)Nc1ccc(-c2nc3ccccc3o2)cc1,28%
Cc1ccc(S(=O)(=O)O[C@@H]2C[C@H](C)CC[C@H]2C(C)C)cc1,16%
O=C(Nc1ccc(O)c(-c2nc3ccccc3s2)c1)c1cccc(Cl)c1Cl,9%
COc1cccc(NC2=C(Cl)C(=O)N(c3ccc(Cl)cc3Cl)C2=O)c1,12%
Cc1sc(-c2ccccc2)nc1-c1c[nH]c2ccccc12,19%
CCOCCOC(=O)c1cccc(NC(=O)OCC)c1,1%

# Other compounds.
SMILES,RNase H inhibition
CC(Oc1cccc(Cl)c1)C(=O)N1CCN(c2ccc(Cl)cc2)CC1 (configuration not stated),21%
Cc1cccc(NC(=S)Nc2c(C)n(C)n(-c3ccccc3)c2=O)c1,4%
Cc1[nH]n(-c2ccc(Cl)cc2)c(=O)c1C=Nc1ccc(Cl)cc1[N+](=O)[O-],17%
C[n+]1ccn(CC(=O)c2ccc(Cl)cc2)c1,6%
COc1cc(Cl)cc(/C=N/Nc2nc(Nc3ccc(C)c(Cl)c3)nc(N3CCOCC3)n2)c1O,23%
COCCN1C(=O)/C(=C/c2ccccc2OC)SC1=S,47%
CC1=NN(c2ccccc2)C(=O)/C1=C\C=C\c1cccc([N+](=O)[O-])c1,2%
CCCn1c(Oc2ccccc2Cl)nc2c1c(=O)n(C)c(=O)n2C,9%
O=C(NC(NC(=S)Nc1ccc(I)cc1)C(Cl)(Cl)Cl)c1cccc([N+](=O)[O-])c1 (configuration not stated),28%
COc1cc(CNc2cccc(Cl)c2C)ccc1OCc1ccccc1,10%
Cc1ccc2oc(-c3cccc(NC(=O)COc4ccccc4C)c3C)nc2c1,13%
Cc1ccc(NC(=O)C2CCCN2C(=O)C(C)(C)C)cc1 (configuration not stated),0%
O=C(CCN1C(=O)c2ccccc2C1=O)N1CCN(C/C=C/c2ccccc2)CC1,5%
Cc1cc(Cl)ccc1NC(=O)C(C)Sc1ccc(Cl)cc1 (configuration not stated),10%
CCCN(C(=O)c1ccc([N+](=O)[O-])cc1)c1c(C)n(C)n(-c2ccccc2)c1=O,4%
O=C(c1cccnc1)N1CCN(Cc2ccccc2F)CC1,4%
N#C/C(=C\Nc1ccc(Cl)cn1)c1nc(-c2ccc3c(c2)OCO3)cs1,5%
COc1cccc(OC)c1C(=O)Nc1ccc(Cl)c(C(N)=O)c1,11%
CCCCOC(=O)c1ccc(NC(=O)OC)cc1,3%
COc1cccc(C(=O)Nc2ccc(I)cc2C)c1,7%
CCCn1c(=O)c(C(=O)Nc2cccc(C)n2)c(O)c2ccccc21,0%
N/C(=N\c1nc2ccccc2o1)NC(=O)c1ccccc1,5%
COc1cccc(/C=N/NC(=O)COc2ccc(Cl)cc2)c1OC,12%
O=C(NCC1CCCO1)Nc1cccc(Cl)c1 (configuration not stated),4%
CCc1ccc(-n2c(C)cc(/C=N/NC(=O)c3cccnc3)c2C)cc1,19%

# In a second layout: results already given
SMILES | RNase H inhibition
CCCN(C(=O)c1ccc([N+](=O)[O-])cc1)c1c(C)n(C)n(-c2ccccc2)c1=O | 4%
O=C(c1cccnc1)N1CCN(Cc2ccccc2F)CC1 | 4%
N#C/C(=C\Nc1ccc(Cl)cn1)c1nc(-c2ccc3c(c2)OCO3)cs1 | 5%
COc1cccc(OC)c1C(=O)Nc1ccc(Cl)c(C(N)=O)c1 | 11%
CCCCOC(=O)c1ccc(NC(=O)OC)cc1 | 3%
COc1cccc(C(=O)Nc2ccc(I)cc2C)c1 | 7%

# (cont.)
SMILES,RNase H inhibition
CC(Oc1ccccc1)C(=O)Nc1ccc(C(N)=O)cc1 (configuration not stated),5%
CC(C)CC(=O)N1CCN(Cc2cccc(C(F)(F)F)c2)CC1,3%
O=C(O)C1C2CCC(O2)C1C(=O)NCc1ccc2c(c1)OCO2 (configuration not stated),0%
Cc1ccccc1OCC(=O)Nc1cccc(C(F)(F)F)c1,8%
CC(=O)Oc1ccc(/C=C2/SC(=S)N(Cc3ccccc3)C2=O)cc1,23%
N/C(=N\OC(=O)COc1ccccc1Cl)c1ccccc1Cl,5%
